CYP2C19 act: increases human CYP2C19 enzyme activity. P33261. recombinant CYP2C19, luciferin-H EGE luminescence; hits give high values; 0 = fully inhibited enzyme, 1 = untreated enzyme. activation factor at 5 µM. 96,000 tested, under 10 active;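 active = activation factor of at least 2 at 5 µM in the primary screen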;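 note: 0 = wells with 2.5 mM tranylcypromine and 1 = vehicle-only wells; values of inactives mirror those of a sister screen read the other way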
Mac1 fbg enh: enhancers of human CD11b/CD18 binding to fibrinogen | P05107+P11215 | K562 CD11b/CD18 adhesion to fibrinogen, ATPlite luminescence | activation, % at 10 µM | 0.07% of 93,000 active | AID 1499;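 active = 10 µM primary screen giving 50% or more activity, confirmed by 40% or more on retest at that dose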; note: strong numbers were not always called active; reference of the scale not given here
Target sequence (P05107 whole entry, looked up, other chains not shown): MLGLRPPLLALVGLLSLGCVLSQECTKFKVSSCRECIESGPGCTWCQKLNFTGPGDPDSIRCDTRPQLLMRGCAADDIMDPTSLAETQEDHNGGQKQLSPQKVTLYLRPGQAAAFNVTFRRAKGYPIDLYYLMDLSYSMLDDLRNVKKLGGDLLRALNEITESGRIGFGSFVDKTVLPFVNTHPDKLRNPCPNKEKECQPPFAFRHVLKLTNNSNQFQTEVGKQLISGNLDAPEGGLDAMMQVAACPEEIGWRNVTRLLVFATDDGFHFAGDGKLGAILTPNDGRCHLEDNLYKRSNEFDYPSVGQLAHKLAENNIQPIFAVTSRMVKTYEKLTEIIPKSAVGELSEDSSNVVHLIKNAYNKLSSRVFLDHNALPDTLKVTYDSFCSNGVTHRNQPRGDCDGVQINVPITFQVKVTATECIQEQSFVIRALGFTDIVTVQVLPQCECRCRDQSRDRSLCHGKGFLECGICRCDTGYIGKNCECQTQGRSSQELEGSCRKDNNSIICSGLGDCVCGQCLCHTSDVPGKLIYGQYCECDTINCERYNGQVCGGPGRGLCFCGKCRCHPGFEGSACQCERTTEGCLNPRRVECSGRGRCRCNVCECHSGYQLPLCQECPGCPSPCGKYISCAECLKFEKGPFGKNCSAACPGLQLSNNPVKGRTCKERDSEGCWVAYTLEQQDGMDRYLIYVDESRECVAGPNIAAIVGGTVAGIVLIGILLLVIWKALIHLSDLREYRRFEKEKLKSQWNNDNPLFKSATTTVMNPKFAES
MT1-MMP txn act: MT1-MMP promoter transcription activation; 0.16% of 86,000 active; activation factor at 10 µM; HT1080 MT1-MMP promoter luciferase reporter, luminescence, overnight; hits give high values;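 active = activation factor of at least 2 for MT1-MMP transcription at 10 µM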
PLAP activator: human PLAP activation | purified PLAP enzyme, luminescent substrate read-out; hits give high values | activation fold at 20 µM | 1.2% of 96,000 active | P05187; in the data active = activation fold above about 2
Pyk2 oligo antag: blocks oligomerization of human Pyk2 in cells | z-score (the deposit names both 25 µM and 10 µM) | AID 1347419 | 0.83% of 99,000 active | Q14289 | Q293 cells, Pyk2 FERM NanoBiT luminescence; hits give low values;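 active = Z-score of -3 or lower, scaled per plate to the spread of control and sample wells; inactive = z-score above -3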;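 note: negative z-score means lost luminescence so less FERM oligomerization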
CYP2C9 act: activators of human CYP2C9 | P11712 | recombinant CYP2C9, luciferin-H conversion, luminescence; hits give high values; factor 1 = untreated enzyme, 0 = blocked | activation factor at 5 µM | 1.4% of 96,000 active;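 active = activation factor of 2 or more for CYP2C9 at a 5 µM dose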;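 note: 0 = sulfaphenazole-blocked wells and 1 = vehicle-only wells; values of inactives mirror those of a sister screen read the other way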
CYP2C19 inhib: inhibitors of human CYP2C19; inhibition, % at 5 µM; 21% of 96,000 active; CYP2C19 Supersomes, luciferin-H EGE luminescence, 30 min; AID 778; P33261;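 active = CYP2C19 inhibition above a set limit at 5 µM in the primary screen, cut at about 50% in these data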;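 note: plate controls were negative control wells for no effect and 2.5 mM tranylcypromine positive control for full effect; values of inactives mirror those of a sister screen read the other way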
CD11b adhes inh: inhibitors of human CD11b/CD18 binding to fibrinogen. AID 1497. P05107+P11215. K562 CD11b/CD18 adhesion to fibrinogen, ATPlite luminescence; Mn2+ added to activate the integrin. 0.54% of 93,000 active. inhibition, % at 10 µM;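 active = primary inhibition of 50% or more at 10 µM, then 40% or more on retest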; note: some results filed as inactive read as strong as hits
CYP2C9 inhib: human CYP2C9 inhibition. P11712. CYP2C9 Supersomes, luciferin-H conversion, luminescence. inhibition, % at 5 µM. 20% of 96,000 active. AID 777;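 active = blocking of liver enzyme CYP2C9 beyond about 50% at 5 µM, limit read from the data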; note: values of inactives mirror those of a sister screen read the other way
* hit, by the source's call; / = not tested or not shown. Random draw from the library. Share with any hit: about 31%.

A first look:
SMILES	CYP2C19 act	Mac1 fbg enh	MT1-MMP txn act	PLAP activator	Pyk2 oligo antag	CYP2C9 act	CYP2C19 inhib	CD11b adhes inh	CYP2C9 inhib
COCCNC(=O)c1ccccc1-c1ccccc1C(=O)O	1.1	-4	1.1	1	-0.7	1.1	-14	-8	-10
CC(=O)Nc1cccc(-c2nnc3n2CC(C)S3)c1 (centres undefined)	1	-4	1	1.1	-1.6	0.9	3	-2	10
COc1ccccc1N(CC(=O)Nc1ccc(F)c(F)c1)S(C)(=O)=O	0.1	2	1	0.9	-0.58	0.3	88*	6	66*
Cc1cc(S(=O)(=O)NCC(=O)O)ccc1F	1	-1	1.1	0.9	-0.33	1.1	-1	-43	-6
COc1ccc(CN2C(=O)c3cccnc3C2O)cc1 (centres undefined)	0.7	16	1	1	-0.25	1	30	-15	-2
Cc1ccc(OCC(=O)N/N=C\c2c(C)n(C)c3ccccc23)c([N+](=O)[O-])c1	0.7	/	/	1.2	-0.32	0.6	33	/	37
CN1CCN(C(=O)CCC(=O)c2ccc(F)cc2)CC1	1	2	1.2	1.4	0.18	1.1	2	-28	-12
CCC(CC)C(=O)Nc1cccc(C(=O)NCc2ccco2)c1	0.8	/	1.2	1.1	0.09	0.7	23	/	33
O=C(NCC1CCCO1)C1CCN(c2ccc(S(=O)(=O)N3CCCC3)cc2)CC1 (centres undefined)	1	/	1	1.4	1.1	0.6	1	/	44
CC(NS(=O)(=O)c1ccccc1)C(c1cccs1)N1CCN(C)CC1 (centres undefined)	0.4	-4	1.1	0.9	0.48	1	63*	2	3
COc1ccc(OC)c(S(=O)(=O)NC(C)(C)C)c1	0.5	-3	1.3	0.8	0.28	0.8	52*	2	20
CN(C)S(=O)(=O)c1cccc(-c2nnc(-c3ccccc3)o2)c1	0.5	-2	1.5	1	-1.2	0.1	48	-3	92*
COc1ccc(OC)c(C2C(C(=O)c3sc(C)nc3C)=C(O)C(=O)N2CCN2CCOCC2)c1 (centres undefined)	0.9	0	1.2	1.7	-0.37	1	9	13	2
CCOC(=O)C(Cc1c[nH]c2ccccc12)NC(=O)CNC(C)=O (centres undefined)	1	4	1	0.9	-0.33	0.9	2	-16	5
COc1cc(-c2nc(-c3cccc(C(F)(F)F)c3)no2)cc(OC)c1OC	0.9	9	1.1	1.2	0.13	1.1	9	12	-6
CCOC(=O)C1CCN(C(=O)Nc2ccc(OC)c(OC)c2)CC1	0.9	-3	1	1.1	0.19	1.1	5	-35	-12
O=C(Cc1cccs1)Nc1cccc(C(=O)Nc2ccco2)c1	0.5	-3	1.1	0.6	-0.17	0.2	51*	0	78*

Results, repeating the preview:
SMILES	CYP2C19 act	Mac1 fbg enh	MT1-MMP txn act	PLAP activator	Pyk2 oligo antag	CYP2C9 act	CYP2C19 inhib	CD11b adhes inh	CYP2C9 inhib
COCCNC(=O)c1ccccc1-c1ccccc1C(=O)O	1.1	-4	1.1	1	-0.7	1.1	-14	-8	-10
CC(=O)Nc1cccc(-c2nnc3n2CC(C)S3)c1 (centres undefined)	1	-4	1	1.1	-1.6	0.9	3	-2	10
COc1ccccc1N(CC(=O)Nc1ccc(F)c(F)c1)S(C)(=O)=O	0.1	2	1	0.9	-0.58	0.3	88*	6	66*
Cc1cc(S(=O)(=O)NCC(=O)O)ccc1F	1	-1	1.1	0.9	-0.33	1.1	-1	-43	-6
COc1ccc(CN2C(=O)c3cccnc3C2O)cc1 (centres undefined)	0.7	16	1	1	-0.25	1	30	-15	-2
Cc1ccc(OCC(=O)N/N=C\c2c(C)n(C)c3ccccc23)c([N+](=O)[O-])c1	0.7	/	/	1.2	-0.32	0.6	33	/	37
CN1CCN(C(=O)CCC(=O)c2ccc(F)cc2)CC1	1	2	1.2	1.4	0.18	1.1	2	-28	-12
CCC(CC)C(=O)Nc1cccc(C(=O)NCc2ccco2)c1	0.8	/	1.2	1.1	0.09	0.7	23	/	33
O=C(NCC1CCCO1)C1CCN(c2ccc(S(=O)(=O)N3CCCC3)cc2)CC1 (centres undefined)	1	/	1	1.4	1.1	0.6	1	/	44
CC(NS(=O)(=O)c1ccccc1)C(c1cccs1)N1CCN(C)CC1 (centres undefined)	0.4	-4	1.1	0.9	0.48	1	63*	2	3
COc1ccc(OC)c(S(=O)(=O)NC(C)(C)C)c1	0.5	-3	1.3	0.8	0.28	0.8	52*	2	20
CN(C)S(=O)(=O)c1cccc(-c2nnc(-c3ccccc3)o2)c1	0.5	-2	1.5	1	-1.2	0.1	48	-3	92*
COc1ccc(OC)c(C2C(C(=O)c3sc(C)nc3C)=C(O)C(=O)N2CCN2CCOCC2)c1 (centres undefined)	0.9	0	1.2	1.7	-0.37	1	9	13	2
CCOC(=O)C(Cc1c[nH]c2ccccc12)NC(=O)CNC(C)=O (centres undefined)	1	4	1	0.9	-0.33	0.9	2	-16	5
COc1cc(-c2nc(-c3cccc(C(F)(F)F)c3)no2)cc(OC)c1OC	0.9	9	1.1	1.2	0.13	1.1	9	12	-6
CCOC(=O)C1CCN(C(=O)Nc2ccc(OC)c(OC)c2)CC1	0.9	-3	1	1.1	0.19	1.1	5	-35	-12
O=C(Cc1cccs1)Nc1cccc(C(=O)Nc2ccco2)c1	0.5	-3	1.1	0.6	-0.17	0.2	51*	0	78*
COc1ccc(Cc2nnc(SCc3c(C)noc3C)n2C2CCCCC2)cc1OC	0.8	2	1.5	1.6	0.63	1	17	7	-4
O=P(COCCOCP(=O)(c1ccccc1)c1ccccc1)(c1ccccc1)c1ccccc1	0.9	0	0.9	1.8	0.9	0.8	13	5	16
Nc1nnc(-c2ccco2)s1	1	0	1.2	1	0.3	0.7	-5	21	25
Cn1c(NC(=O)c2cccnc2)nc2ccccc21	0.8	1	1.8	2*	1.9	0.8	25	5	16
CC1CCN(c2nnc(NC(=O)Cn3c(=O)oc4ccccc43)s2)CC1	1	-5	/	1	/	0.9	-3	12	10
CCCC(=O)NCCSC	1	-5	1.1	1.2	0.45	1.1	-5	13	-5
CCN(CC)C(=O)CSc1nnc(-c2cnccn2)n1-c1ccc(C)cc1	1	1	1.1	1	-0.14	0.9	-2	-7	9
COc1ccc(CC(=O)Nc2cccc(-c3csc(C)n3)c2)cc1	0.3	-3	/	0.9	1.4	0.4	69*	-8	60*
COc1ccc(C2(CNC(=O)c3ccco3)CCOCC2)cc1	1	/	0.9	1	1.4	0.8	4	/	19
CC(C)(C)NC(=O)CSc1nsc(SCC(=O)NC(C)(C)C)c1C#N	1.1	-2	1.1	1	-1	0.8	-15	-7	23
CCCCC(=O)Nc1cc(NC(=O)CC)ccc1Cl	0.9	-6	1	1	0.33	0.9	7	-9	6
O=C1NC(=S)N/C1=C\c1cccc([N+](=O)[O-])c1	0.9	-4	1.1	1	-0.48	1	11	-9	4
Cc1ccc2nc3c(cc(C#N)c(=N)n3CC3CCCO3)c(=O)n2c1 (centres undefined)	1	2	1.1	0.9	/	0.9	2	-12	5
CCOc1ccc(C(=O)N2CCCN(C(=O)c3ccc(OCC)cc3)CC2)cc1	0.7	-3	1	1.6	-0.38	0.4	30	-27	61*
Cc1cccc(N2CCN(C(=O)CCc3nc4ccccc4[nH]3)CC2C)c1 (centres undefined)	0.2	-1	/	2.2*	/	0.4	75*	8	56*
CSCCC(C(=O)NCc1cccs1)N1C(=O)c2ccccc2C1=O (centres undefined)	0.9	-1	/	1	-0.42	0.8	8	0	21
CCc1c(C(=O)NC2CCCC2)csc1C	0.9	3	0.8	0.9	-0.1	1	13	-1	2
CCOC(=O)C(NC(=O)c1ccc(F)cc1)(Nc1nnc(C)s1)C(F)(F)F (centres undefined)	0.9	2	1.1	0.9	0.34	1	14	-11	-2
CCOC(=O)Cn1c(=O)oc2cc(S(=O)(=O)Nc3cccc(C)c3)ccc21	0.5	2	1	1	/	0.5	50*	14	54*
CCNC(=O)CSc1nnc(-c2ccc(OC)cc2)n1CC(C)C	0.9	0	0.9	1.1	0.84	0.8	11	-8	21
COc1cccc(Nc2ncnc3c2cnn3C)c1	1	-1	1.3	0.9	0.34	1.1	2	0	-12
O=C(COc1ccccc1)Nc1cc(C(F)(F)F)ccc1N1CCCC1	0.7	/	/	1.3	-0.73	0.8	33	/	18
COC(=O)c1ccc(=O)n(-c2ccc(OC)cc2)c1	0.6	2	1.3	0.9	-1	0.7	42	2	25
Fc1ccccc1N1CCN(c2nc3ccccc3n3nnnc23)CC1	0.7	7	1.3	1.1	1.1	0.9	25	-12	13
CCCOc1ccc(N2C(=O)CC(N3CCN(c4nc5ccccc5s4)CC3)C2=O)cc1 (centres undefined)	1.2	-6	1.1	1.4	0.12	1.2	-21	29	-15
CN(C)CCn1c(=S)[nH]c2ccccc2c1=O	1.1	4	/	1.1	-0.03	1	-10	7	2
CCOC(=O)c1cccc(NC(=O)CCS(=O)(=O)c2ccc(Br)s2)c1	0.7	-2	1	0.9	-0.69	0.5	30	-4	48
CC1/C(=N/O)CC(c2ccccc2)NC1c1ccccc1 (centres undefined)	0.3	0	1.1	0.8	-0.16	0.5	70*	-3	51*
CCOC(=O)c1c(-c2ccccc2Cl)cn2ccccc12	0.3	1	/	1	-1.5	0.2	73*	-22	78*
CC(=O)N(C)C1(c2nnnn2CCOC(=O)Nc2cccc3ccccc23)CCCC1	0.8	/	1.1	1.2	-0.46	1	18	/	0
COc1cccc(CNc2ccc3c(c2)CCC3)c1	0.9	0	1.5	1	0	1.1	13	24	-11
O=C(CCCOc1ccc(Cl)cc1Cl)N1CCCc2ccccc21	0.7	6	/	1.3	0.31	0.6	32	-20	36
CNC(=O)c1sc(-c2ccc(Cl)cc2)nc1C	0.9	-4	/	0.9	1.8	1.2	10	4	-17
COc1ccc(-c2nc3ccccc3s2)cc1O	0.6	-5	0.1	0.9	-0.61	0.3	41	72	72*
CSCC[C@@H](Nc1nc(-c2ccccc2)nc2c1oc1ccccc12)C(=O)O	1	4	1.2	1.4	-0.51	0.4	2	8	64*
Cc1ccc(OCC(=O)NC2=NCCS2)cc1	0.8	-4	1.3	1	1.3	0.9	24	-12	6
O=C(CN1CCN(Cc2ccc3c(c2)OCO3)CC1)Nc1ccc2c(c1)OCCO2	0.8	2	1	1.6	-0.2	0.8	15	-16	24
CCCC(=O)c1cc(F)c(N2CCN(C(=O)OCC)CC2)cc1C	0.9	0	1.1	0.9	1.4	1	14	-12	2
O=C(NCc1ccco1)c1ccc(C(=O)NCc2ccco2)s1	1	-3	/	1	0.46	0.7	5	-4	33
C(=N\n1cnnc1)/c1ccc2c(c1)OCCO2	0.5	0	1.1	0.9	0.67	1.1	48	-15	-12
Cc1nc(Sc2cccn2C)c(C(F)(F)F)c(=O)[nH]1	0.6	-2	1.2	0.9	0.53	0.7	36	-3	29

High-throughput results from PubChem BioAssay.
